Compound activity from PubChem BioAssay.
Anesthetic bind: qHTS Assay for Identification of Novel General Anesthetics. Ferritin light chain (Equus caballus), P02791. apoferritin/1-aminoanthracene competitive binding, fluorescence. Potency, µM (doses to about 77.5 µM), for inactives: top-dose activity change, negative = displacement, hits mostly inhibitors. 350,000 tested, 0.074% active. AID 485281, 2010; further: potency means the concentration at half of the fitted maximal effect; on the % scale 0 is the no-effect control and ±100 the full control effect; nearly all actives have a fitted effect of over 20% in size
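Probe: 1-aminoanthracene (50% saturated, PBS). Protein: horse-spleen apoferritin, 10 uM. Incubation: 10 min, room temperature. Detection: 380 nm excitation, 535 nm emission. Analysis: normalized response, four-parameter Hill.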
ERG-DNA inh: qHTS for Small Molecule Inhibitors of the ERG Ets/DNA interaction; Transcriptional regulator ERG (Homo sapiens), P11308; fluorescence polarization, His-ERG Ets domain / labelled DNA; Potency, µM (highest dose often 76.9 µM), for inactives: top-dose FP activity, negative = inhibition, hits mostly inhibitors; 370,000 tested, 0.028% active; active means well fitted inhibition curve with a large enough effect in the polarisation, with a control signal flat; inconclusive means small, poorly fitted or top-dose-only effect, or effect the other way, or a change in a side signal; inactive means no such curve, though single readings can be large or run the other way; the % refers to the polarisation;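 further: polarization taken with two DNA probes labelled with fluorescein and Texas red; potency means the concentration at half of the fitted maximal effect; % of control where 0% means no effect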
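His-tagged ERG Ets domain (1 uM in the protein solution; 300mM KCl, 50mM Tris-HCl, 1mM EDTA, 1mM DTT, pH 7.5) received compound, then a probe mix of 5 nM fluorescein-DNA and 100nM Texas-615-DNA. Fluorescence polarization was read for both dyes.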
POLB inh: qHTS Assay for Inhibitors of DNA Polymerase Beta. P06746. Pol beta primer extension/strand displacement, fluorescence kinetic. Potency, µM (titrated, usually from 114 µM), inactives show at the top dose activity change, negative = inhibition, actives largely listed as inhibitors. 340,000 tested, 1.3% active; further: potency means the concentration at half of the fitted maximal effect; on the % scale 0 is the no-effect control and ±100 the full control effect
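Reaction started by 50 nM substrate onto compound-treated Pol beta (10 nM, 15 min preincubation, room temperature); plates read at 0 min and 10 min. Normalized concentration-effect data fitted by four-parameter Hill equation.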
APEX1 inh: qHTS Assay for Inhibitors of the Human Apurinic/apyrimidinic Endonuclease 1 (APE1); DNA repair nuclease/redox regulator APEX1 (Homo sapiens), P27695; recombinant APE1, TAMRA/BHQ-2 abasic DNA cleavage fluorescence; Potency, µM (top dose mostly 65.8 µM), without a hit: at the top dose activity change, negative = inhibition, hits mostly inhibitors; 350,000 tested, 0.35% active; AID 2517, 2012;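 further: potency means the concentration at half of the fitted maximal effect; plate controls were vehicle for no effect and reference inhibitor for full effect; nearly all actives have a fitted effect of over 55% in size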
Target sequence (P27695 whole entry, looked up): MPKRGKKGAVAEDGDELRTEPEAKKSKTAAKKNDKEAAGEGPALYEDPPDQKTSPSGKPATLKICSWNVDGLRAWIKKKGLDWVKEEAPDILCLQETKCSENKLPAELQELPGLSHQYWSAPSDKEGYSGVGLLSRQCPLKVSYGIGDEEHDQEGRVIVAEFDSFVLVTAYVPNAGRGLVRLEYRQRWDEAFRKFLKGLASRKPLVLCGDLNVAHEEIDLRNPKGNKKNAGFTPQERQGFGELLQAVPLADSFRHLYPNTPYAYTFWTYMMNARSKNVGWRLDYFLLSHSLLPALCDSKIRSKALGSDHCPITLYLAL
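Incision of a quenched TAMRA/BHQ-2 THF abasic-site duplex (50 nM) by 0.75 nM APE1, after 15 min compound preincubation, measured as fluorescence increase over three 60 s reads. Values normalized to buffer, DMSO and NSC13755 control wells.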
LDHA block: qHTS assay for inhibitors of human lactate dehydrogenase | L-lactate dehydrogenase A chain (Homo sapiens), P00338 | purified LDHA, NADH/diaphorase-resazurin fluorescence; active compounds read low | activity change, % (values are at about 110 or 230 µM) | 480,000 tested, 0.15% active; in the data active means activity change below about -30%; inconclusive means mostly about -25% to -30%;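 further: plate controls were DMSO wells for no effect and wells without enzyme for full effect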
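Human LDH5 at 2 nM final in Tris HCl pH 7.4 with 0.06 mM NADH and 0.2 mM pyruvate, reacted 5 minutes at room temperature. Remaining NADH coupled via diaphorase/resazurin; resorufin fluorescence read at 0 and 20 minutes, normalized to enzyme-free and DMSO wells.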
Pol eta inh: qHTS for Inhibitors of Polymerase Eta. DNA polymerase eta (Homo sapiens), Q9Y253. 390,000 tested, 1.2% active. recombinant Pol eta, fluorescent DNA replication assay. Potency, µM (highest dose often 114 µM), for the others: at the top dose activity change, negative = inhibition, most hits filed as inhibitors; further: potency means the concentration at half of the fitted maximal effect; on the % scale 0 is the no-effect control and ±100 the full control effect
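Pol eta (10 nM) was preincubated with compounds for 15 min at room temperature, after which fluorescent replication substrate (50 nM final) was added to start the reaction. Fluorescence was read kinetically at 0 and 10 min.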
12-LOX inh: Primary qHTS assay for inhibitors of human arachidonate 12S-lipoxygenase (ALOX12): Round 2 | Polyunsaturated fatty acid lipoxygenase ALOX12 (Homo sapiens), P18054 | purified 12hLO, xylenol orange hydroperoxide absorbance | Potency, µM (top dose mostly 108 µM), for the others: at the highest dose activity change, negative = inhibition, usual class: inhibitors | 580,000 tested, 1.1% active | AID 1671190, 2021; further: potency means the concentration at half of the fitted maximal effect; on the % scale 0 is the no-effect control and ±100 the full control effect
Target sequence (P18054 whole entry, looked up): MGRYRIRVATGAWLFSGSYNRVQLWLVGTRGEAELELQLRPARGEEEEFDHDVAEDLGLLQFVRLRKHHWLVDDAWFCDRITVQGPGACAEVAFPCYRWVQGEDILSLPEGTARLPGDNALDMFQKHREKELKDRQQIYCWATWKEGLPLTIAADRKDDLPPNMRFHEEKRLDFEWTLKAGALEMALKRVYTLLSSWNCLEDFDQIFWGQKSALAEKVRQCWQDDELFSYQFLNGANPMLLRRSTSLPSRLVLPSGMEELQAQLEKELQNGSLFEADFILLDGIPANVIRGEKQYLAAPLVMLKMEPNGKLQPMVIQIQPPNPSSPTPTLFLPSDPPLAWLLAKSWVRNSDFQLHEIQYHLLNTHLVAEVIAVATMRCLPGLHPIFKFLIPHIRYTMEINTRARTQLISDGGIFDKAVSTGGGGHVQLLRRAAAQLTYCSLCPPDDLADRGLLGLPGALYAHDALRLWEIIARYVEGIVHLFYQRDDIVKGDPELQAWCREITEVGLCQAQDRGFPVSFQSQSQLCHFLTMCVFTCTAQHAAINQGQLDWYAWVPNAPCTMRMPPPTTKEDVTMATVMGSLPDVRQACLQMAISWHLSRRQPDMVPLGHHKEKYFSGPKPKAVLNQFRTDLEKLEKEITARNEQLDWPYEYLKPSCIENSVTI
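Hydroperoxide product was detected by ferrous iron/xylenol orange as the 573 to 405 nm absorbance ratio. Arachidonic acid at 40 uM (final) was turned over for 30 min at room temperature by 150 nM human 12hLO, pH 7.0 Hepes buffer, after 15 min compound preincubation.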
RGS4 inhibitor: Inhibitors of Regulator of G Protein Signaling (RGS) 4: qHTS; 390,000 tested, 0.039% active; AID 504845, 2011; Potency, µM (titrated, usually from 114 µM), without a hit: top-dose activity change, negative = inhibition, hits mostly inhibitors; Transcreener GDP fluorescence polarization, RGS4-accelerated GTP hydrolysis; Regulator of G-protein signaling 4 (Homo sapiens), P49798; further: potency means the concentration at half of the fitted maximal effect; on the % scale 0 is the no-effect control and ±100 the full control effect; nearly all actives have a fitted effect of over 75% in size; some results filed as inactive show a strong effect at the top dose
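MLSMR compounds (23 nl, pin-transferred) preincubated 10 min at room temperature with a 500nM (2x) first reagent, then RGS4 at 900nM (2x) plus Transcreener GDP mix added; fluorescence polarization (620/688 nm) read before and after 90 min at 30 °C.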
POLK inh: qHTS for Inhibitors of Polymerase Kappa | DNA polymerase kappa (Homo sapiens), Q9UBT6 | purified Pol kappa, fluorescent DNA synthesis assay, 10 min | Potency, µM (highest dose often 107 µM), inactives show top-dose activity, negative = inhibition, usual class: inhibitors | 400,000 tested, 0.53% active | AID 588579, 2011; further: potency means the concentration at half of the fitted maximal effect; on the % scale 0 is the no-effect control and ±100 the full control effect
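50 nM final substrate added after 15 min RT preincubation of 10 nM Pol kappa with compound; fluorescence read at 0 and 10 min.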
* hit, by the source's call; ? = inconclusive; · = no result given; [ ] = remark or other dose. Unless noted, the call rests on the fitted dose curve; in most records, active means well fitted curve in the direction sought with a large enough effect; inconclusive means small, poorly fitted or top-dose-only effect, or another doubt; inactive means no such curve, though single readings can be large; an effect the other way counts as inactive or inconclusive. These rows are one share of the data; the hit share may differ from the screen's.

entry	SMILES	Anesthetic bind	ERG-DNA inh	POLB inh	APEX1 inh	LDHA block
1	CCOCCCNC(=O)C1CCCN1C(=O)NC1CCCCC1 (centres undefined)	-2%	-6%	?	2%	-6
2	COc1ccc(-c2cn3c(C)c(C(=O)NC(C)(C)C)sc3n2)cc1	-19%	9%	1%	15%	2
3	CCN(CC(=O)Nc1c(F)cccc1F)C(=O)C1COc2ccccc2O1 (centres undefined)	·	4%	·	37%	3
4	O=C(Cn1cc(C(=O)c2cccs2)c2ccccc21)NCc1cccs1	-12%	-4%	-2%	-7%	-14
5	CCOC(=O)N1CCN(C(=O)C(=O)N/N=C/c2ccc(OC)cc2OC)CC1	-10%	-4%	5%	1%	-8
6	Cc1cccc2cc(CN(CC(C)C)S(=O)(=O)c3ccccc3)c(=O)[nH]c12	-11%	3%	-18%	12%	-3
7	CC(C)c1ccc(NC(=O)CSC2=Nc3ccccc3C3=NC(CC(=O)NCc4ccco4)C(=O)N23)cc1 (centres undefined)	-23%	-3%	0%	·	-6
8	O=c1c([N+](=O)[O-])cccn1Cc1ccc(F)cc1Cl	?	13%	16%	-2%	-12

entry	Pol eta inh	12-LOX inh	RGS4 inhibitor	POLK inh
1	-5%	0%	0%	-14%
2	-10%	1%	1%	-6%
3	-4%	6%	-2%	-21%
4	-4%	0%	24%	-8%
5	-6%	5%	-3%	-15%
6	3%	23%	6%	-9%
7	-8%	-18%	0%	-1%[60.1 µM]
8	-3%	-12%	8%	-1%

Remaining list, next part
entry	SMILES	Anesthetic bind	ERG-DNA inh	POLB inh	APEX1 inh	LDHA block
9	Cc1ccsc1C(=O)Nc1ccccc1N1CCOCC1	-13%	-11%	12%	10%	-6
10	Cc1c(C)c(C)c(S(=O)(=O)NCCC(=O)N2CCN(Cc3ccc(C#N)cc3)CC2)c(C)c1C	·	-7%	·	-8%	2
11	Cc1nc2ccccc2n1CC(=O)OCC(=O)Nc1ccc2c(c1)OCCO2	-14%	7%	2%	1%	-8
12	O=S(=O)(NCCCN1CCOCC1)c1ccc(Cl)s1	2%	0%	-26%	-1%	-3
13	COc1nc(N)c(S(=O)(=O)c2ccccc2C)cc1C#N	-8%	-18%	?	-1%	-1
14	COc1cccc(C(=O)Nc2cccc(-c3ccccc3)c2)c1	-11%	-12%	?	-18%	-2
15	COc1ccc(OCC(=O)NC2CC(=O)N(c3cccc(OC)c3)C2)cc1 (centres undefined)	-5%	7%	-2%	·	-6
16	CC1CCCCC12NC(=O)N(CC(=O)NCCc1ccc(S(N)(=O)=O)cc1)C2=O (centres undefined)	·	10%	·	10%	-11

entry	Pol eta inh	12-LOX inh	RGS4 inhibitor	POLK inh
9	-18%	-5%	12%	-2%
10	-9%	0%	-9%	0%
11	7%	1%	-3%	-5%
12	?	-3%	8%[11.4 µM]	6%
13	-4%	16%	-2%	-7%
14	-7%	0%	-12%	-7%
15	-6%	-23%	23%	-5%[60.1 µM]
16	4%	152%[activator]	-3%	-7%

Reprinted from the part before: 3 compounds; new compounds follow.
entry	SMILES	Anesthetic bind	ERG-DNA inh	POLB inh	APEX1 inh	LDHA block
14	COc1cccc(C(=O)Nc2cccc(-c3ccccc3)c2)c1	-11%	-12%	?	-18%	-2
15	COc1ccc(OCC(=O)NC2CC(=O)N(c3cccc(OC)c3)C2)cc1 (centres undefined)	-5%	7%	-2%	·	-6
16	CC1CCCCC12NC(=O)N(CC(=O)NCCc1ccc(S(N)(=O)=O)cc1)C2=O (centres undefined)	·	10%	·	10%	-11
17	Cc1ccc(NC(=O)COC(=O)CNC(=O)C2CCCCC2)cc1S(=O)(=O)N(C)C	·	-7%	·	-14%	-19
18	CNC(=S)SCCOc1ccccc1	-20%	-10%	11%	1%	-3
19	Cc1cc(C)c(S(=O)(=O)N2CCN(C(=O)c3ccc(-n4cncn4)c([N+](=O)[O-])c3)CC2)c(C)c1	·	-3%	·	-13%	-6
20	Cc1ccccc1NC(=O)c1cn2c(nc3ccccc32)c(C#N)c1C	-4%	-1%	2%	0%	-5
21	Cc1cccc(OCC(O)Cn2c(N3CCCCC3)nc3c2c(=O)n(C)c(=O)n3C)c1 (centres undefined)	-7%	-2%	12%	18%	-4
22	CCCCC(CC)CNC(=O)c1cccs1 (centres undefined)	?	·	5%	0%	-9
23	CC(C)C(=O)N(Cc1ccc2c(c1)OCO2)Cc1ccccn1	-7%	0%	21%	-2%	0
24	O=C(NCCc1ccccc1)C1(c2ccccc2)CC1(Cl)Cl (centres undefined)	-7%	-1%	3%	-8%	-1

entry	Pol eta inh	12-LOX inh	RGS4 inhibitor	POLK inh
14	-7%	0%	-12%	-7%
15	-6%	-23%	23%	-5%[60.1 µM]
16	4%	152%[activator]	-3%	-7%
17	-15%	-6%	-5%	-13%
18	1%	1%	12%	0%
19	-5%	2%	0%	-10%
20	-19%	6%	-37%[56.9 µM]	-3%
21	-8%	?	1%	5%
22	-4%	18%	2%	-3%
23	-5%	0%	11%	-7%
24	-11%	11%	-1%	3%

More results.
entry	SMILES	Anesthetic bind	ERG-DNA inh	POLB inh	APEX1 inh	LDHA block
25	Cn1c(CNC(=O)c2ccccc2F)nnc1SCC(=O)Nc1nnc(C2CC2)s1	-3%	-5%	12%	16%	-9
26	O=C1CC(N2CCN(c3ccccc3)CC2)C(=O)N1CCc1ccccc1 (centres undefined)	-12%	7%	-1%	3%	-4
27	COc1ccc(CNn2c(-c3ccccc3F)nc3ccccc3c2=O)cc1OC	0%	9%	21%	4%	-2
28	CCN=C1S/C(=C\c2ccc(O)c(OCC)c2)C(=O)N1CC	-8%	3%	19%	-10%	5
29	CC(=O)c1ccc(OC(=O)COc2ccccc2Cl)cc1	-7%	-4%	7%	-8%	-4
30	CCOC(=O)c1c(C)[nH]c(C(=O)Cn2nnc(-c3ccccc3)n2)c1C	-14%	-1%	3%	2%	2
31	CCOC(=O)c1c(C)oc2nc(C)nc(NCc3ccccc3Cl)c12	-4%	10%	0%	·	0
32	COc1ccc(NS(=O)(=O)c2ccc3c(c2)n(C)c(=O)c(=O)n3C)cc1Cl	?	-1%	33%	·	5

entry	Pol eta inh	12-LOX inh	RGS4 inhibitor	POLK inh
25	-7%	-1%	22%	-5%
26	-8%	2%	8%	-3%
27	-2%	-1%	-5%	-4%
28	-28%	-17%	-25%	-10%
29	-5%	-1%	-37%	-2%
30	0%	-1%	21%	-6%
31	-17%	-11%	-6%	-2%
32	-9%	-7%	15%	-4%

Carrying on:
entry	SMILES	Anesthetic bind	ERG-DNA inh	POLB inh	APEX1 inh	LDHA block
33	Cc1ccc(NC(=O)CN2C(=O)C(=O)N(C3CCCC3)C2=O)cc1Cl	·	-9%	·	41%[activator]	-1
34	O=C(NCc1ccco1)C1CCCN1S(=O)(=O)c1ccc2ccccc2c1 (centres undefined)	-12%	-25%	1%	-1%	-5
35	COc1ccccc1NS(=O)(=O)c1c(C(=O)N2CCCC2)c(C)n(C)c1C	-1%	-8%	57%	2%	-1
36	O=C(NCCCN1CCOCC1)C(=O)N/N=C/c1ccccc1O	0%	1%	3%	3%	9
37	O=C(COC(=O)c1cc(Cl)nc(Cl)c1)Nc1ccc(Cl)c(S(=O)(=O)N2CCOCC2)c1	·	4%	·	13%	-10
38	COC(=O)c1cc(=O)n(Cc2ccc3c(c2)OCO3)c(=Nc2ccc(F)c(Cl)c2)s1	-11%	-13%	12%	25%	-4
39	Cn1nnnc1SCC(=O)NCc1ccccc1	-1%	1%	-2%	0%	-3
40	CC1CCN(C(=O)/C(=C\c2ccccc2)NC(=O)c2ccccc2)CC1	-8%	4%	-1%	-2%	-12
41	COc1ccc(C(=S)N2CCOCC2)cc1OC(=O)c1ccccc1	-1%	-8%	-1%	6%	-1
42	O=C(CCS(=O)(=O)c1ccccc1Cl)NC1CCCCCC1	·	-1%	·	14%	-2
43	O=C(NCc1ccccc1)c1cccnc1	2%	-15%	0%	4%	-15

entry	Pol eta inh	12-LOX inh	RGS4 inhibitor	POLK inh
33	-12%	-5%	7%	8%
34	1%	-1%	20%	-8%
35	-9%	18%	-24%[56.9 µM]	-1%
36	0%	-3%	10%	-9%
37	-13%	-6%	7%	-18%
38	-5%	-22%	4%	0%
39	0%	0%	-17%	-2%
40	-4%	-17%	31%	-3%
41	-20%	?	-51%	-4%
42	-17%	1%	2%	-18%
43	4%	4%	1%	-9%
